PfM18AAP inh: PfM18AAP enzyme inhibition. recombinant PfM18AAP, H-Glu-NHMec fluorogenic cleavage. inhibition, % at 7.35 µM. actives 1.2% (n = 290,000). AID 1822;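 active = inhibition above the campaign mean inhibition over all tested compounds plus 3 SD, cut at about 28% in these data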;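 note: 0% = plate median of test compound wells and 100% = 2 mM ZnCl2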
V1R ag counter: activates human V1a receptor in oxytocin agonist counter-screen | activation, % at 3 µM | CHO-V1R cells, Fluo-8 calcium fluorescence, agonist mode; 0% DMSO, 100% 3 nM vasopressin | actives 0.25% (n = 320,000) | AID 2797;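 active = activation above the mean activation of all tested compounds plus 3 SD, per screening run, cut at about 20% in these data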;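 note: signal is peak over basal fluorescence ratio across a 100 second FLIPR read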
Target sequence (P37288 whole entry, looked up): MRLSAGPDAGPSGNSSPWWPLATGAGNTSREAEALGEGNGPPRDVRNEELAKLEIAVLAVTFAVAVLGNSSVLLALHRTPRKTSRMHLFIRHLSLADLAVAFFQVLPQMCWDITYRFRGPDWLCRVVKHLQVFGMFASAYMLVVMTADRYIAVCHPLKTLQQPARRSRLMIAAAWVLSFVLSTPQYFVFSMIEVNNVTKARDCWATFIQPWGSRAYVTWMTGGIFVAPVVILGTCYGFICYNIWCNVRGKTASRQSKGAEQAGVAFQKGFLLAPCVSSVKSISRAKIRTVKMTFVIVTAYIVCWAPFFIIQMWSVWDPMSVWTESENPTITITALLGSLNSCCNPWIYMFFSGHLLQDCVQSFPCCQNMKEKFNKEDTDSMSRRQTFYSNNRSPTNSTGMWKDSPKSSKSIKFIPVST
GalR3 antagonist: human GalR3 antagonism. actives 0.44% (n = 360,000). inhibition, % at 3 µM. HEK293 GalR3-CNG cAMP membrane potential fluorescence; galR3 body fused to GalR1 C-terminus. O60755;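 active = inhibition above the screen-wide average plus 3 SD, cut at about 13% in these data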;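 note: forskolin and galanin both at EC90 stimulate the cells; cAMP rise reported by CNG channel membrane potential dye signal; 0% = forskolin plus galanin with DMSO and 100% = forskolin alone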
MEKK2mut PB1 HTS: signal of MEK5 binding to mutant human MEKK2 PB1 domain | AID 1530 | bead flow cytometry, Alexa488-MEK5 binding to MEKK2 mutant | actives 0.35% (n = 290,000) | percent response, % at 10 µM; in the data active = percent response above about 24%, passing the limit was not always enough; note: inactives centre near 1; some results filed as inactive read as strong as hits
NALP1 yeast inh: inhibitors of NALP1 inflammasome in yeast. S. cerevisiae NALP1/ASC/caspase-1 growth, X-gal OD620, 72 h. inhibition, % at 10 µM. actives 0.61% (n = 280,000). AID 2071; in the data active = inhibition mostly above about 24%, no sharp cut-off; inactive = mostly below about 32%; note: some compounds called inactive have numbers as strong as hits
MEKK2wt PB1 HTS: raises or lowers MEK5 binding to wildtype human MEKK2 PB1 domain | bead flow cytometry, Alexa488-MEK5 binding to MEKK2 WT; actives lie on both sides | binding response (% of control), % at 10 µM | actives 1.1% (n = 290,000); in the data active = binding response below about 67% or above about 130%
OXTR potentiator: potentiates the human oxytocin receptor response. P30559. CHO-OTR cells, Fluo-8 calcium fluorescence, potentiator mode; 0% = oxytocin EC15, 100% = EC100. activation, % at 3 µM. actives 0.061% (n = 320,000). AID 2445;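 active = activation above that plate's cutoff, the mean activation of tested compounds plus 3 SD, cut at about 6.6% in these data, passing the limit was not always enough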;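 note: 100% uses oxytocin at 75 nM as the full agonist control; some results filed as inactive read as strong as hits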
Target sequence (P30559 whole entry, looked up): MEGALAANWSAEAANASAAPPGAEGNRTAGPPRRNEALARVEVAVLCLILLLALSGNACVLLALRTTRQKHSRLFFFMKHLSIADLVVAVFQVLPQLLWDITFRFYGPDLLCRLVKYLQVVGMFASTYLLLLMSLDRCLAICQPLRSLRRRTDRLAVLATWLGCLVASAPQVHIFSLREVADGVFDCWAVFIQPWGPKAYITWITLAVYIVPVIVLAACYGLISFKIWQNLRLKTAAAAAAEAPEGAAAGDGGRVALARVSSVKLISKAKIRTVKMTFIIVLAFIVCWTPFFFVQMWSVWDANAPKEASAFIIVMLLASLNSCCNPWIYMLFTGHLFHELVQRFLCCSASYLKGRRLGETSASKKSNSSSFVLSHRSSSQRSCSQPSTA
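System: human OTR in CHO cells / Also added: sub-maximal oxytocin, roughly EC15 / Control set: EC15 oxytocin low, 75 nM oxytocin high / Schedule: 6 min compound pre-incubation at room temperature, 100 s kinetic read / Compound: single-point 3.0 µM / Replication: singlicate / Technique: Fluo-8 calcium dye fluorescence / Read-out basis: % activation of max/min ratio relative to oxytocin controls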
GPR7 antag: blocks human GPR7 receptor signaling | P48145 | GPR7-expressing cells, fluorescence antagonist assay | inhibition, % at 4.4 µM | actives 1.1% (n = 290,000); in the data active = inhibition above about 16%, passing the limit was not always enough;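 note: cells stimulated with the agonist NPW; 0% = agonist with vehicle and 100% = vehicle without agonist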
OXTR agonist: agonists of human oxytocin receptor; P30559; CHO-OTR cells, Fluo-8 calcium fluorescence; normalized: DMSO 0%, oxytocin 100%; activation, % at 3 µM; actives 0.32% (n = 320,000);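 active = activation above the mean of all tested compounds plus 3 SD, cutoff set per screening run, cut at about 20% in these data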;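 note: peak over basal fluorescence ratio from a 100 s FLIPR kinetic read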
* = called active by the depositor; . = no result given.

SMILES	PfM18AAP inh	V1R ag counter	GalR3 antagonist	MEKK2mut PB1 HTS	NALP1 yeast inh	MEKK2wt PB1 HTS	OXTR potentiator	GPR7 antag	OXTR agonist
Cc1ccc(NC(C)c2cc(Cl)ccc2O)cc1 (configuration not stated)	-2	-1.0	-8	-4	15	93	-5	-5	-0.8
O=C(CSc1nnc(COc2ccc(Cl)cc2)o1)N1c2ccccc2CCc2ccccc21	1	0.0	-3	3	-12	93	-5	-13	0.3
O=C(O)c1ccc(N2C(=O)CSC2c2cccc([N+](=O)[O-])c2)cc1 (configuration not stated)	0	-0.8	-3	3	8	107	-8	-7	0.7
CCOC(=O)COc1ccc2c(c1)C(=O)CC(C)(C)O2	2	0.8	-8	-1	-4	97	-3	-5	-0.3
CCn1cc(Br)c(C(=O)Nc2ccc(F)c(Cl)c2)n1	-1	-1.0	-2	-3	10	98	-3	2	-1.4
O=C(CCc1nc(-c2ccccc2Cl)no1)NCC1CCCO1 (configuration not stated)	-5	0.2	0	1	5	101	1	-19	0.8
COc1ccc(NC(=O)CN2CCN(CC(=O)Nc3ccccc3F)CC2)cc1OC	-5	1.4	2	3	13	105	-2	-13	-0.5
N=c1sccn1CC(=O)Nc1cccc(S(=O)(=O)N2CCCCCC2)c1	-7	0.1	-2	5	4	99	-1	-9	0.1
O=C(Nc1ccccc1)N1CCOCC1	-7	1.5	-2	-2	-4	103	-7	-1	0.4
O=C(OCC(=O)N1CCN(S(=O)(=O)c2ccc(Cl)cc2)CC1)C1CCC1	.	2.1	-1	.	.	.	-14	.	1.1
CC(=O)Nc1cc[n+](C(C)C(=O)c2ccc(Br)cc2)cc1 (configuration not stated)	-3	0.3	-1	-4	21	89	-5	-2	0.8
CC(/C=C1\SC(=S)N(CCC(=O)Nc2cccc(C(=O)O)c2)C1=O)=C\c1ccccc1	6	0.6	-9	-1	-7	93	4	-1	0.7
C[C@@H]1C=CC(=O)O[C@@H]1c1ccc(Cl)cc1	0	0.7	-4	5	-2	106	-5	1	-0.1
CCOC(=O)CSc1ncc(-c2ccccc2)cn1	2	-0.7	-3	4	-2	104	-4	5	-1.6
COc1cccc(C2CC(c3cccs3)=NN2S(C)(=O)=O)c1 (configuration not stated)	-4	-0.1	-3	19	20	3.0*	-19	-4	-0.8
O=C(Nn1cnnc1)c1ccc(Br)s1	8	-0.7	-4	-1	29	102	-13	-1	-0.6
COc1ccc(OC)c(C(=O)N/N=C/c2ccccn2)c1	-5	-0.2	-12	13	-9	114	-4	-1	0.2
O=S(=O)(Nc1cccc(-n2cnnn2)c1)c1cccc(Cl)c1	-8	6.1	-4	2	12	105	-9	-1	4.9
COc1ccc(N(CC(=O)NCCSCc2ccccc2Cl)S(C)(=O)=O)cc1Cl	-3	2.3	-3	8	14	106	-13	-6	2.1
CCOC(=O)c1cn2nc(Oc3cccc(F)c3)ccc2n1	-15	0.2	-3	-4	.	96	-2	-6	-0.6
COc1ccc2nc(N3C(=O)/C(=C/c4ccc(Cl)cc4)NC3=S)sc2c1	-7	.	3	-3	14	92	.	0	.
CN(Cc1nc2ccccc2c(=O)[nH]1)C(=O)c1cccc(NC(=O)c2cccs2)c1	.	0.4	-3	.	.	.	2	.	0.7
O=C(c1cccc2c1-c1ccccc1/C2=N/O)N1CCCCC1	-7	-0.4	-4	3	-7	104	1	2	-1.8
Cn1nc(C(=O)OCC(=O)Nc2ccc(SC(F)F)cc2)c2ccccc2c1=O	.	7.6	-6	.	.	.	-12	.	6.9
CC1=CC(C)(C)n2c(O)c(N=NC(N)=S)c3cccc1c32	-1	-1.2	-5	0	8	108	-8	-13	-0.9
CCn1c2ccccc2c2cc(N=C3SC(CC(=O)Nc4ccccc4OC)C(=O)N3CCOC)ccc21 (configuration not stated)	-1	0.5	-4	-4	36	94	-5	-5	-0.6
O=C(NCC(=O)N1CCCCCCC1)c1cccc([N+](=O)[O-])c1	.	0.1	-2	.	.	.	-9	.	-0.5
CCn1nnnc1NC(=O)c1cc(Cl)c(OC)c(Cl)c1	-3	0.3	2	-7	-7	93	-5	-7	0.1
O=C(COc1ccc(Cl)cc1Br)NNC(=O)C(=O)N1CCCCC1	9	0.5	-1	-6	.	93	-13	0	-0.4
CC(=O)Nc1c(NCC(C)C)c2ccccc2oc1=O	1	1.5	-2	1	-9	101	-14	-6	0.5
CCCCCn1c(C(Cc2ccccc2)NC(=O)COC)nc2ccccc21 (configuration not stated)	2	-1.3	.	8	21	103	-1	-4	-2.1
CCCc1[nH]nc2c1C(c1ccccc1OCC)C(C#N)=C(N)O2 (configuration not stated)	2	-1.2	-2	-1	2	96	-2	0	-1.8
CCC(NC(=O)c1cccc(Cn2nc(C)c([N+](=O)[O-])c2C)c1)c1ccc(C(C)C)cc1 (configuration not stated)	-13	0.6	-1	9	-12	103	-8	1	-0.1
CSc1nn2c(C(F)(F)F)cc(C(F)(F)F)nc2c1C(N)=O	1	0.6	3	-15	-7	88	4	-5	0.4
COCCN1C(=NCCCOC(C)C)N[C@@H](c2ccccc2)C(C(=O)OC)=C1C	2	1.3	-6	-8	22	88	-3	0	6.0
Cc1ccc(C(=O)C2CCN(CC(=O)Nc3ccccc3C)CC2)cc1	0	1.7	-6	-5	-13	94	-3	-9	-2.0
CC1CN(C(=O)Cn2c(C(F)(F)F)nc3ccccc32)CC(C)O1 (configuration not stated)	-6	-0.1	-4	7	-2	104	-3	4	1.5
Cc1ccc(/C=N/NC(=O)c2nnn(-c3nonc3N)c2-c2ccccc2)o1	15	6.0	-2	1	-1	101	-6	-1	3.1
Cc1ccccc1NC(=O)C1CCCN(S(=O)(=O)c2ccc(-n3cnnn3)cc2)C1 (configuration not stated)	0	2.1	-8	3	14	107	-1	4	3.2
Cc1cccc(NC(=O)Nc2cccc(C#N)c2)n1	-13	-0.7	-2	1	.	101	-3	-2	-1.9
CC(Cc1ccccc1)NC(=S)CN1CCCC1=S (configuration not stated)	-1	1.0	-1	-1	-4	97	-4	-4	-1.1
COc1ccc(C(C(=O)NC2CCCCC2)N(C(=O)c2snc(C(N)=O)c2N)c2ccccc2OC)cc1 (configuration not stated)	3	-0.8	-7	4	9	108	-16	0	-0.1
COc1cccc(/C=C2\SC(=O)N(CCC(=O)N3CCCCC3CCO)C2=O)c1 (configuration not stated)	9	9.2	6	-1	-5	99	-12	-12	8.2
COc1ccc(NC(=O)COC(=O)Cc2c(F)cccc2Cl)cc1OC	-5	9.5	-7	.	5	.	-13	-4	15
c1ccc(CCNc2ncnc3sccc23)nc1	4	9.0	-2	0	22	93	-8	-9	12
COc1cccc(C(=O)COC(=O)c2n[nH]c(=O)c3ccccc23)c1	-3	0.3	-6	-12	7	71	-19	8	-1.4
Cc1ccc(S(=O)(=O)N2CCN(S(=O)(=O)c3ccccc3)C2c2ccc(N(C)C)cc2)cc1 (configuration not stated)	-4	-0.5	-1	3	21	100	-16	-18	1.2
COc1ccc2nc3ccccc3nc2c1NC(=O)c1ccc(Cl)cc1	1	0.0	-11	15	33	107	-14	-4	0.1
CCS(=O)(=O)N1Cc2ccccc2CC1C(=O)Nc1nnc(C2CC2)s1 (configuration not stated)	6	1.8	3	.	-2	.	-5	-2	0.4
O=C(NC1CC1)C1CCCN(C(=O)NC2CCCCC2)C1 (configuration not stated)	-6	0.1	-6	1	1	101	-2	3	0.1
O=S(=O)(CCSc1ccc(C(F)(F)F)cn1)c1ccc(Cl)cc1	-5	-1.7	-3	-16	2	90	-2	-10	-2.0
O=C(O)CC(O)(CC(=O)O)C(=O)O	.	0.9	-1	2	.	101	3	.	0.9
COC(=O)C1NN=C(C(=O)c2ccc(Cl)cc2)C1c1ccc(OC)cc1 (configuration not stated)	8	1.4	-4	-1	33	95	-5	-2	-2.5
NS(=O)(=O)c1cccc(NC(=O)COC(=O)CCCc2c[nH]c3ccccc23)c1	-4	-0.3	3	1	-10	103	-3	-4	0.4
COc1cc(N/N=C(\C)c2ccc(N)cc2)nc(-c2ccccc2)n1	6	-0.7	-2	1	-3	112	-10	-9	-1.0
O=C(Nc1cc(F)ccc1F)C1CCN(S(=O)(=O)c2cccc3nonc23)CC1	0	4.6	-7	-2	7	97	-9	7	4.2
Cc1cc(C)cc(NC(=O)CCn2ccnc2)c1	0	-0.3	-8	3	18	102	-5	-13	0.7
Cc1ccccc1N1CCN(C(=S)c2ccc(-c3cccc([N+](=O)[O-])c3)o2)CC1	10	0.6	-1	1	21	105	-9	2	-1.0
CC(C)Oc1ccc(CNC(=S)Nc2ccccc2)cc1Cl	-7	5.4	-6	8	-8	104	1	-12	1.3
CCN(CC)S(=O)(=O)c1cccc(C(=O)N/N=C/c2ccc([N+](=O)[O-])o2)c1	-8	0.7	-6	-2	12	97	-5	-2	0.9

Structures listed so far with an aryl thioether with sulfur outside any ring, in the order listed:
SMILES	PfM18AAP inh	V1R ag counter	GalR3 antagonist	MEKK2mut PB1 HTS	NALP1 yeast inh	MEKK2wt PB1 HTS	OXTR potentiator	GPR7 antag	OXTR agonist
O=C(CSc1nnc(COc2ccc(Cl)cc2)o1)N1c2ccccc2CCc2ccccc21	1	0.0	-3	3	-12	93	-5	-13	0.3
CCOC(=O)CSc1ncc(-c2ccccc2)cn1	2	-0.7	-3	4	-2	104	-4	5	-1.6
Cn1nc(C(=O)OCC(=O)Nc2ccc(SC(F)F)cc2)c2ccccc2c1=O	.	7.6	-6	.	.	.	-12	.	6.9
CSc1nn2c(C(F)(F)F)cc(C(F)(F)F)nc2c1C(N)=O	1	0.6	3	-15	-7	88	4	-5	0.4
O=S(=O)(CCSc1ccc(C(F)(F)F)cn1)c1ccc(Cl)cc1	-5	-1.7	-3	-16	2	90	-2	-10	-2.0

Next section:
SMILES	PfM18AAP inh	V1R ag counter	GalR3 antagonist	MEKK2mut PB1 HTS	NALP1 yeast inh	MEKK2wt PB1 HTS	OXTR potentiator	GPR7 antag	OXTR agonist
CCOC(=O)N1CCN(C(=O)c2ccc(NC(=O)CC)cc2)CC1	3	0.1	-4	-1	2	100	-1	1	0.1
Cc1nc2ccccc2cc1C(=O)N/N=C/c1cccc([N+](=O)[O-])c1	8	0.3	-3	-5	11	89	-3	1	0.7
O=C(Cn1cc(C(F)(F)F)ccc1=O)N/N=C/c1cccc(Cl)c1	1	0.5	-2	-1	21	94	-1	-17	0.5
CC[C@@]1(C(=O)OC)N[C@H](CN(C)C(=O)Nc2ccc(Cl)cc2)[C@@H]2C(=O)N(Cc3ccccc3)C(=O)[C@@H]21	.	1.8	-4	.	.	.	3	.	0.9
Cc1cccc(NC(=O)COC(=O)CCCC2=NS(=O)(=O)c3ccccc3N2)c1	-2	0.6	-1	0	13	96	-5	9	0.9
COc1ccc(S(=O)(=O)Nc2ccccc2)cc1OC	5	1.3	-11	2	-10	98	1	0	0.5
COc1ccc(OCCn2c(=O)sc3ccccc32)cc1	2	-1.2	-3	5	-2	107	-3	-9	-1.9
Cc1cc(NC(=O)CN2C(=O)NC(CC(C)C)C2=O)no1 (configuration not stated)	.	0.8	0	.	.	.	-4	.	1.5
COc1ccccc1/C=C(/C(=O)OCC(N)=O)c1ccccc1	0	-0.3	-7	-2	-3	93	-5	3	-1.0
CC(C)NC(=O)c1onc(CSc2ccncc2)c1C(=O)NC(C)C	.	0.6	9	6	.	110	-3	.	-0.3

High-throughput results as filed in PubChem BioAssay.
